# ADAM10 inh = human ADAM10 inhibitors, primary screen, biochemical, QFRET, HTS | AID 720582, 2013 | recombinant ADAM10, EDANS/DABCYL FRET peptide cleavage, 3 h | hit rate 0.62% among 370,000 | inhibition, % at 7 µM;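 active = inhibition above a per-campaign cutoff equal to the mean of compounds falling between control-based bounds plus 3 SD, cut at about 20% in these data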;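 also: 0% = DMSO wells while the 100% control is not disclosed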
# hgDAF12 agonist = H. glycines DAF-12 receptor agonists, primary screen, cell-based, luminescence, HEK293, GAL4 fusion, UAS-luciferase; HEK293 GAL4-hgDAF12 UAS-luciferase reporter, agonist luminescence; normalized to butyrate control; hit rate 1.8% among 370,000; activation, % at 6.8 µM;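 active = activation above a cutoff set at the mean of all screened compounds plus 3 SD, cut at about 10% in these data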;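 also: 0% = DMSO wells and 100% = sodium butyrate wells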
# DAX1 inh-1 = DAX1 (NR0B1) inhibitors on StAR promoter, primary screen, cell-based, luminescence, SF-1 (NR5A1), full-length DAX-1; HEK293T StAR-luciferase reporter, SF-1/DAX-1 repression relief; inhibition, % at 6.8 µM; hit rate 1.1% among 370,000; AID 652010, 2013;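 active = inhibition above the mean over all tested compounds plus 3 SD, cut at about 3.6% in these data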;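 also: 0% = DAX-1 cells with DMSO and 100% = cells lacking DAX-1 with DMSO; higher inhibition means more luminescence from relief of DAX-1 repression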
# PG9 binder = binders of HIV-1 gp120 antibody PG9, primary screen, biochemical, TR-FRET. HIV-1 gp120 / PG9 antibody interaction. TR-FRET gp120-PG9 antibody binding. inhibition, % at 6.7 µM. hit rate 0.43% among 360,000; in the data active = inhibition above about 8.5%
# ssDAF-12 act = S. stercoralis DAF-12 nuclear receptor activators, primary screen, cell-based, luminescence, HEK293, GRIP1 co-expression, lit1-tk-luc; HEK293 ssDAF-12/GRIP1 lit1-tk-luc reporter; % of 3 µM dafachronic acid response; activation, % at 6.8 µM; hit rate 1% among 370,000; AID 652126, 2013; Nuclear hormone receptor DAF-12 (Strongyloides stercoralis);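 active = activation above the mean over all tested compounds plus 3 SD, cut at about 0.9% in these data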;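 also: 0% = DMSO-only wells and 100% = 3 µM delta7-dafachronic acid wells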
# GAA850 FXN act = FXN promoter activators, primary screen, cell-based, luciferase luminescence, HEK293 lucGAA850; HEK293 lucGAA850 FXN promoter luciferase reporter, 24 h; percent of 10 µM SAHA response; activation, % at 6 µM; hit rate 0.56% among 360,000; AID 540364, 2011;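 active = activation above the average of all compounds screened plus 3 SD, cutoff fixed separately per campaign, cut at about 7.5% in these data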;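 also: 0% = DMSO wells and 100% = 10 µM SAHA wells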
# SMARCA2 activ = SMARCA2 (BRM) function activators, primary screen, cell-based, luminescence, high throughput; hit rate 1% among 370,000; AID 652017, 2013; activation, % at 9.1 µM; MG213 cells, MMTV-luciferase reporter, dexamethasone, overnight; in the data active = activation above about 7.8%;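 also: 0% = vehicle wells and 100% = reference activator wells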
# DAX1 inh-2 = DAX1 (NR0B1) inhibitors, primary screen, cell-based, HEK293, Gal4-DAX1, luciferase luminescence | HEK293 Gal4-DAX1 luciferase reporter | inhibition, % at 6.75 µM | hit rate 0.99% among 340,000 | AID 504766, 2011;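 active = inhibition above the mean over all tested compounds plus 3 SD, cut at about 4.2% in these data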;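 also: 0% = DAX1-transfected cells with DMSO and 100% = empty-vector control cells with DMSO; inhibition shows as a rise in luminescence from relieved DAX1 repression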
# Target sequence (P51843 207-470 limits assumed): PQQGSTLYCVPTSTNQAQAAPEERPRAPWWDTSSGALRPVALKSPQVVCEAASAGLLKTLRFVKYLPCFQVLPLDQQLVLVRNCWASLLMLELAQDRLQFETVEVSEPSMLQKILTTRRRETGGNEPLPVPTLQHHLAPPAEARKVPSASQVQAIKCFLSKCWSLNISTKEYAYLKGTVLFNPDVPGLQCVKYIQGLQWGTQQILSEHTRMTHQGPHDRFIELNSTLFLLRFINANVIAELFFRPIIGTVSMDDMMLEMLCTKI
# GC-A act = GC-A stimulated cGMP production enhancers – HEK293 GC-A cells, cGMP TR-FRET, EC30 ANP, primary screen; Atrial natriuretic peptide receptor 1 (Homo sapiens), P16066; 0% at EC30 ANP, 100% saturating ANP; activation, % at 10 µM; hit rate 0.14% among 370,000; AID 1671463, 2021; in the data active = activation above about 40%
# hcDAF12 agonist = H. contortus DAF-12 nuclear receptor activators, primary screen, cell-based, luminescence, HEK293, lit1-tk-luc reporter | AID 652067, 2013 | activation, % at 6.8 µM | HEK293 hcDAF-12 lit1-tk-luc reporter; 0% DMSO, 100% Δ7-dafachronic acid | hit rate 1.4% among 370,000;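 active = activation above the mean of all tested compounds plus 3 SD, cut at about 5.5% in these data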;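 also: 100% = response to 3 µM Δ7-dafachronic acid high control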
# ADAM17 inh = ADAM17 inhibitors, primary screen, biochemical, QFRET. recombinant ADAM17, EDANS/DABCYL FRET peptide cleavage. inhibition, % at 6.95 µM. hit rate 0.83% among 370,000;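 active = inhibition above the mean of compounds lying between control limits plus 3 SD, set per campaign, cut at about 8.5% in these data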;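 also: 0% = DMSO-only wells as the low control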
# Target sequence (P78536 215-824 limits assumed): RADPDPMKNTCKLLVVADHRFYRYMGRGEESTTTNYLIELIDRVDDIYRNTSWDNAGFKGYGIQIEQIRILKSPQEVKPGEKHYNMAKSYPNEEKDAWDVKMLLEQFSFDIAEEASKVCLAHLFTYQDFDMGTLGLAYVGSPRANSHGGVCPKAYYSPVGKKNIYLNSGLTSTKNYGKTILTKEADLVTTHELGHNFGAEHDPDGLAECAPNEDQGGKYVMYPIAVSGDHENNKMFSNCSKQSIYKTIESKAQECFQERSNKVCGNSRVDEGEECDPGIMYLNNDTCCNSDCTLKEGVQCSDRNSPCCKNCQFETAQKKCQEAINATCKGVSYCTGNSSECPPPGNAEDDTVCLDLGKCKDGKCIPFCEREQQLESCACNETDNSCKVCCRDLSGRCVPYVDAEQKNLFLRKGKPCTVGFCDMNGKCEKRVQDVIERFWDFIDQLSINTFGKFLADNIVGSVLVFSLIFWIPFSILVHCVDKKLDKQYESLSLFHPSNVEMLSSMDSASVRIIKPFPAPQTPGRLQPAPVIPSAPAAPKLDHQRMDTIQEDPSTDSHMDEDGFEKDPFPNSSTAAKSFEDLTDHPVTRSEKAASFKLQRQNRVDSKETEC
# Active calls of the source: *; i = inactive; nt = no result given.
SMILES,ADAM10 inh,hgDAF12 agonist,DAX1 inh-1,PG9 binder,ssDAF-12 act,GAA850 FXN act,SMARCA2 activ,DAX1 inh-2,GC-A act,hcDAF12 agonist,ADAM17 inh
CCn1c(C(=O)O)c(CC(=O)N(C)c2ccc(OC)cc2OC)c2ccccc21,2,-2.1,0.1,-1.9,-1.5,-0.2,5,0.0,-1,2.6,1
CC1(C)CC(=O)C(CC(=O)c2ccccc2)=C(NN=C(N)N)C1,-17,2.1,0.1,1.1,-1.3,2.3,-4,2.0,3,-1.2,-4
Cc1ccc(CNC(=O)C2c3ccccc3C(=O)N(C)C2c2c[nH]c3ccccc23)o1 (centres undefined),5,-0.4,-0.4,0.7,-1.1,nt,-1,nt,-3,1.7,0
CCn1c(=NC(=O)c2cccc(N3C(=O)CCC3=O)c2)sc2c(OC)ccc(OC)c21,-7,-2.1,-0.6,-0.2,-0.4,0.5,0,2.1,10,-0.8,2
CCCCn1nc2cc(C(=O)NCc3ccccc3OC)ccc2c1OCC,-303,0.4,-0.4,-0.1,-1.4,0.4,-1,0.5,-1,-1.6,-74
CCOc1ccccc1N(CC(=O)Nc1cccc2ccccc12)S(C)(=O)=O,1,-1.9,0.5,0.6,-1.7,-0.4,-2,-1.7,-11,-1.1,0
COc1ccccc1-c1cccc([C@@H]2C[C@H]3[C@@H](CN2)CON3C)c1,-9,1.9,-0.4,0.9,-0.7,1.3,-4,0.4,0,-0.3,-5
O=C(Nc1nc(-c2ccc(Cl)cc2)cs1)C1=COCCO1,-16,4.8,2.3,-0.6,-0.6,3.9,2,0.4,0,1.0,-5
O=C(NC(=S)NCc1ccccc1)c1ccc(Br)cc1,2,3.1,-0.4,0.0,-1.4,1.0,1,nt,-3,-1.9,3
Cc1ccc(N2C(=O)CC(n3ccnc3)C2=O)cc1C (centres undefined),1,-1.4,-0.2,-1.6,-1.5,0.6,0,1.2,3,-2.8,-3
CC(C)c1nn2c(=O)cc(COc3cccc(NC(=O)c4ccco4)c3)nc2s1,1,0.4,-0.3,2.5,-1.2,-0.8,1,0.3,4,-1.0,0
COc1ccc(CNC(=O)C(c2ccncc2)N(C(=O)Cc2cccs2)c2cccnc2)cc1 (centres undefined),-3,-3.9,0.1,-2.6,-1.5,-1.9,0,1.4,3,-1.6,-2
O=C(CCC(=O)N1CCSc2ccccc21)NCc1ccccc1,-11,4.7,0.4,-1.3,-1.2,-1.2,-2,0.9,-2,-1.0,-2
CCOC(=O)c1c(C)[nH]c(C)c1C(=O)COC(=O)c1cccnc1SC,-3,1.8,-0.4,0.6,-1.1,1.7,3,0.1,-2,-1.6,3
COc1cccc(/C=C2\CC3(OC(=O)C4CCCC4)CCCN2C3)c1 (centres undefined),-8,-3.5,0.2,nt,-1.0,nt,-4,nt,-1,-2.0,0
Cc1ccccc1Nc1nc(-c2cccnc2)nc2ccccc12,6,-2.4,-2.7,0.6,-1.5,0.7,1,-0.6,-2,-0.1,1
COc1ccc2nc(/N=C(\N)NC(=O)N3c4ccccc4Sc4ccccc43)nc(C)c2c1,-75,1.8,-0.3,-3.8,-1.6,-1.7,0,-1.0,1,2.4,-22
CCSc1nnc(NC(=O)CSc2nc3c(c(=O)n2C)SC(C)C3)s1 (centres undefined),-1,3.5,0.1,1.3,-1.2,1.8,-2,-0.7,-1,-1.4,-3
Cc1nn(-c2ccccc2)c2c1C1(C(=O)N3c4c(cccc41)C(C)CC3(C)C)C(C#N)=C(N)O2 (centres undefined),11,-0.2,-0.6,-1.6,-1.2,-3.3,0,0.2,-2,1.2,7
CC(C)COc1cccc(C(=O)Nc2ccc(S(=O)(=O)N3CCOCC3)cc2)c1,14,1.3,-0.2,-1.8,-2.0,-3.1,-3,-1.3,-1,-1.7,9.1*

# Printed as active in ADAM17 inh (from the list above):
SMILES	ADAM10 inh	DAX1 inh-1	PG9 binder	ssDAF-12 act	GAA850 FXN act	SMARCA2 activ	DAX1 inh-2	GC-A act	hcDAF12 agonist	ADAM17 inh
CC(C)COc1cccc(C(=O)Nc2ccc(S(=O)(=O)N3CCOCC3)cc2)c1	14	-0.2	-1.8	-2.0	-3.1	-3	-1.3	-1	-1.7	9.1*

# (next part)
SMILES,ADAM10 inh,hgDAF12 agonist,DAX1 inh-1,PG9 binder,ssDAF-12 act,GAA850 FXN act,SMARCA2 activ,DAX1 inh-2,GC-A act,hcDAF12 agonist,ADAM17 inh
CCCS(=O)(=O)c1c(S(=O)(=O)CCC)c2cc(CC)ccn2c1C(=O)OC,-62,1.0,-1.7,2.6,-1.1,0.2,-4,-1.5,-9,-1.3,-19
COc1ccc(S(=O)(=O)N2CCOCC2)cc1NC(=O)CN1C(=O)NC2(CCCC2)C1=O,-5,3.2,0.7,-0.9,-1.2,0.6,3,0.1,0,2.6,-1
CC(=O)c1cccc(OCc2cc(C(=O)NC3CCN(Cc4ccccc4)CC3)no2)c1,-5,-4.3,-6.2,0.5,-1.6,-1.6,-3,-0.5,-4,-4.6,-2
O=c1oc2c(CN3CCN(CCO)CC3)c(O)ccc2cc1-c1ccccn1,i,2.1,-0.2,-1.0,-0.6,0.2,-3,-0.6,5,-1.1,i
Cc1ccc(C(=O)NCCN2CCOCC2)cc1,3,1.0,0.2,1.0,-0.7,1.6,0,0.8,-1,-0.5,-1
CCCCC(=O)Nc1ccc(C(N)=O)cc1,-3,0.3,0.2,0.1,-0.5,2.1,-1,0.7,-1,0.2,-3
O=C(Nc1cccc(C(F)(F)F)c1)C1CCCN(S(=O)(=O)c2cnc[nH]2)C1 (centres undefined),0,-1.3,-0.5,-1.5,-1.2,1.6,-2,-0.7,-2,-1.8,-1
CCOC(=O)C1(C)NC(c2cccc(C)c2)C2C(=O)N(c3ccccc3)C(=O)C21 (centres undefined),-7,2.9,0.6,-0.2,-1.2,-2.2,-2,-1.2,-4,1.0,-2
Cc1ccc(F)cc1C(=O)N1CCOCC1c1cc(C(=O)Nc2ccccc2)no1 (centres undefined),-13,-0.7,-1.4,0.5,-1.2,-1.6,-7,nt,-3,-0.7,-1
Cc1ccccc1NS(=O)(=O)c1ccc(S(=O)(=O)N2CCCC2)cc1,-8,-3.1,-0.7,-1.7,-2.0,1.1,-2,1.7,4,-0.9,-5
CC(=O)NS(=O)(=O)c1ccc(NC(=O)c2ccc(Br)o2)cc1,4,-1.3,0.2,-2.1,-1.1,-0.6,-2,-1.3,0,-0.5,2
Cc1cc(C)n(S(=O)(=O)c2ccc(Cl)c(Cl)c2Cl)n1,4,-0.9,-1.0,-4.5,-0.8,0.0,0,-1.5,-14,-1.6,3
Cc1cc(-c2n[nH]c(=S)n2/N=C/c2cccc(O)c2)n[nH]1,2,-2.5,0.1,2.0,-1.2,2.3,-3,1.4,-4,0.2,-7
CC(O)(c1cccc(F)c1)c1nc(-c2cnc3ccccc3c2)cs1 (centres undefined),-20,2.6,-1.2,0.8,-0.9,3.5,-5,nt,-9,0.2,7
CC1CCCCN1C(=O)Cn1c(=O)oc2ccccc21 (centres undefined),-1,3.1,0.1,0.1,-0.8,1.5,0,0.0,-1,-1.6,-1
COc1ccc(Br)cc1CNC(=O)C1CCN(C(=O)N(C)C)CC1,1,1.6,-0.1,0.6,-1.1,0.2,2,-0.4,-1,-1.0,-7
C=CCn1c(SCc2c(C(=O)OC)sc(N)c2C(=O)OC)nnc1-c1ccc(Br)cc1,20*,2.0,0.0,0.6,-1.3,-0.5,-1,0.6,-4,-0.4,4
Cc1cc(C)nc(NC2=NCCN2C(=S)Nc2c(C)cccc2C)n1,-5,-1.8,-1.1,0.3,-0.3,-1.3,-2,1.4,-6,-2.1,-2
CN(CC(=O)Nc1cccc(F)c1)C(=O)c1sc2ccccc2c1Cl,-4,6.1,3.5,-1.3,-1.5,2.2,-1,0.8,4,1.1,-1
COc1cc(/C=N/NC(=O)c2ccc3c(c2)OCCO3)cc(Cl)c1O,1,2.8,0.4,-13,-0.9,1.2,1,0.1,-4,0.2,2

# Reprinted at random: five entries already listed
SMILES,ADAM10 inh,hgDAF12 agonist,DAX1 inh-1,PG9 binder,ssDAF-12 act,GAA850 FXN act,SMARCA2 activ,DAX1 inh-2,GC-A act,hcDAF12 agonist,ADAM17 inh
Cc1ccc(F)cc1C(=O)N1CCOCC1c1cc(C(=O)Nc2ccccc2)no1 (centres undefined),-13,-0.7,-1.4,0.5,-1.2,-1.6,-7,nt,-3,-0.7,-1
Cc1ccccc1NS(=O)(=O)c1ccc(S(=O)(=O)N2CCCC2)cc1,-8,-3.1,-0.7,-1.7,-2.0,1.1,-2,1.7,4,-0.9,-5
CCCS(=O)(=O)c1c(S(=O)(=O)CCC)c2cc(CC)ccn2c1C(=O)OC,-62,1.0,-1.7,2.6,-1.1,0.2,-4,-1.5,-9,-1.3,-19
Cc1ccc(C(=O)NCCN2CCOCC2)cc1,3,1.0,0.2,1.0,-0.7,1.6,0,0.8,-1,-0.5,-1
O=C(Nc1cccc(C(F)(F)F)c1)C1CCCN(S(=O)(=O)c2cnc[nH]2)C1 (centres undefined),0,-1.3,-0.5,-1.5,-1.2,1.6,-2,-0.7,-2,-1.8,-1

# Carrying on:
SMILES,ADAM10 inh,hgDAF12 agonist,DAX1 inh-1,PG9 binder,ssDAF-12 act,GAA850 FXN act,SMARCA2 activ,DAX1 inh-2,GC-A act,hcDAF12 agonist,ADAM17 inh
Cc1cc(C(=O)Nc2ccc(S(=O)(=O)N3CCOCC3)cc2)ccc1[N+](=O)[O-],11,1.9,-0.6,-1.0,-1.0,1.0,-1,-0.9,9,-2.6,0
O=C(NCCCN1CCOCC1)C1Nc2ccc(OC(F)(F)F)cc2C2C=CCC12 (centres undefined),-14,1.2,0.2,0.9,-0.9,-0.7,-1,-0.7,-2,-1.6,-5
O=C(NCC1CC1)c1cc(-c2ccccc2)nn1CC1CC(c2cccnc2)=NO1 (centres undefined),-4,0.4,-0.8,-1.9,-1.2,0.0,0,-0.4,-2,-0.9,-3
c1ccc(-c2nnc(SCC3CCCO3)nc2-c2ccccc2)cc1 (centres undefined),5,-3.9,-1.2,-0.6,-1.8,3.1,-3,-0.5,-4,-1.6,0
C/C(=C\C(=O)c1ccc(Cl)cc1)NCc1ccc2c(c1)OCO2,4,-0.9,-0.4,1.0,-1.0,2.8,-2,2.2,-4,-1.6,1
COC(=O)c1ccccc1NC(=O)CSc1ncn[nH]1,6,-1.7,-0.2,0.3,-1.4,1.7,-1,-0.5,-3,-1.2,-2
Cc1cccc(C)c1OCC(=O)N(Cc1ccc(Cl)cc1)C1CCS(=O)(=O)C1 (centres undefined),20*,-0.1,2.2,-0.1,-1.2,0.1,-1,0.5,-36,-1.5,9.2*
